High-throughput results as filed in PubChem.
HTT cytoprotect = Huntington cell model cytoprotection by ATP luminescence; PC12 HTT-Q103 induced, cytoprotection, ATP luminescence, 40 h; Potency, µM (titrated, usually from 56.4 µM), for the others: cytoprotection (ATP increase), hits mostly activators; actives 0.14% (n = 230,000); AID 1471;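 also: % of control where 0% means no effect; nearly all actives have a fitted effect of over 45% in size; toxic huntingtin expression switched on by the ecdysone agonist tebufenozide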
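Compounds were screened for protection of PC12 cells against cell death after tebufenozide induction (100 nM final) of mutant Huntingtin exon 1 (Q103) fused to GFP.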
Tau FP inhib = blocks human tau fibril formation measured by polarization; K18 P301L tau heparin fibrillization, Alexa594 FP, 6 h; Potency, µM (titrated, usually from 57.7 µM), for the others: at the highest dose activity, negative = inhibition, usual class: inhibitors; actives 0.39% (n = 280,000); also: % is scaled to controls: 0 for no effect and ±100 for the full control effect; nearly all actives have a fitted effect of over 55% in size
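FP of Alexa 594-tau after heparin (20 uM) induction. Substrate: human K18 P301L, 15 uM unlabeled, 0.24 uM labeled. Buffer 100 mM sodium acetate pH 7. 6 hr, 37 C.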
TRb-SRC2 inh = TRbeta-SRC2 interaction inhibition. Potency, µM (doses to about 106 µM), without a hit: at the top dose activity change, negative = inhibition, hits mostly inhibitors. TRbeta-SRC2 peptide binding, fluorescence polarization; receptor liganded with 1 µM T3. actives 0.065% (n = 280,000). P10828;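 also: plate controls were bound peptide for no effect and peptide without receptor for full effect; nearly all actives have a fitted effect of over 50% in size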
Target sequence (P10828 whole entry, looked up): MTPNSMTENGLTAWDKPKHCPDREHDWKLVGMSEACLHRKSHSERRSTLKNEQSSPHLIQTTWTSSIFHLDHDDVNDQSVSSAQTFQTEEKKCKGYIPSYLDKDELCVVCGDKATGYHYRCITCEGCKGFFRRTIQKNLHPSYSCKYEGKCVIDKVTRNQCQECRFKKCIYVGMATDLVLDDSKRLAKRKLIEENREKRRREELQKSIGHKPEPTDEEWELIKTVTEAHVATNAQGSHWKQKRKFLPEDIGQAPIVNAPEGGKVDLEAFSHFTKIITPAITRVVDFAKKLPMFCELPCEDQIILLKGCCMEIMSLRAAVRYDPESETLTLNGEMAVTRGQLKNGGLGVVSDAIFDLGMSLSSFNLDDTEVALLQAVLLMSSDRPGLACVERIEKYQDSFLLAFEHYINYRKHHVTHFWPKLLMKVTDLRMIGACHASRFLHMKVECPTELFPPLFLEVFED
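Fluorescence polarization of 20 nM Texas Red SRC2 peptide with 0.6 uM human TRb ligand-binding domain, in Tris buffer with 1uM T3 and 5% DMSO. Incubated 5 hr ambient; normalized to unbound and bound controls.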
RECQ1 inh = RECQ1 (human) helicase inhibition. AID 2549. Potency, µM (highest dose often 57.3 µM), for inactives: at the top dose activity, negative = inhibition, hits mostly inhibitors. P46063. actives 0.54% (n = 240,000). RECQ1 DNA unwinding, red fluorescence kinetic read;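 also: plate controls were vehicle for no effect and no enzyme for full effect; nearly all actives have a fitted effect of over 30% in size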
Target sequence (P46063 whole entry, looked up): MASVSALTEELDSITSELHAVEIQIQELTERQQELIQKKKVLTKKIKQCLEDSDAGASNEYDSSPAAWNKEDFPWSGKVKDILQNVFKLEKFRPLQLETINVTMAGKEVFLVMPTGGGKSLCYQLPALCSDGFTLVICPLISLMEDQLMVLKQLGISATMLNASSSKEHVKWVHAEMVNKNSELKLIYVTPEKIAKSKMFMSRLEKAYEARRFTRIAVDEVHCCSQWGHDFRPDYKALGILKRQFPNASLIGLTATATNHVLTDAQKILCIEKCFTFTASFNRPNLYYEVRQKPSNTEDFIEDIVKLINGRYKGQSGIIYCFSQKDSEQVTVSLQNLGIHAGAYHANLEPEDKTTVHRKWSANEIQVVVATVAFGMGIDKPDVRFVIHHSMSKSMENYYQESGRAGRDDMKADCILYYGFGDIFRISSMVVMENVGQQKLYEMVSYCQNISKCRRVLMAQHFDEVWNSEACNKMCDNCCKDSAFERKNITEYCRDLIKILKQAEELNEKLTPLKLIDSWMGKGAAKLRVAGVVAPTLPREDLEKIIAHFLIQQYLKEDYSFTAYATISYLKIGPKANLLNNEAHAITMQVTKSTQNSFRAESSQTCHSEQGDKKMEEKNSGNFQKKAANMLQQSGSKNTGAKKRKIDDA
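50 nM RECQ1T1 preincubated 15 min with compound in Tris pH 8.0 buffer with MgCl2, DTT, Tween-20 and 2.5 ug/ml poly(dI-dC); started with 200 nM TAMRA/BHQ-2 forked duplex and 2 mM ATP. Unwinding read as fluorescence (525/598 nm), two reads 2 h apart.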
Tau fibril ThT = inhibitors of human tau fibril formation, thioflavin T binding; Potency, µM (titrated, usually from 57.4 µM), without a hit: at the highest dose activity, negative = inhibition, usual class: inhibitors; P10636; actives 2.1% (n = 270,000); recombinant tau K18 P301L, heparin-induced fibrillization, ThT fluorescence; also: % is scaled to controls: 0 for no effect and ±100 for the full control effect; nearly all actives have a fitted effect of over 55% in size
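Aggregation was driven by heparin (20 uM final) acting on recombinant tau […] bearing P301L in 100 mM sodium acetate pH 7; fibrils were detected with Thioflavin T.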
TR SRC2 fluor cs = Texas Red fluorescence interference in TRb-SRC2 counter-screen; AID 1479; actives 0.29% (n = 280,000); TRb/SRC2 Texas Red total fluorescence interference; Potency, µM (top dose mostly 106 µM), without a hit: top-dose fluorescence change, negative = quenching; active = well fitted curve in either direction with a large enough effect; inconclusive = small, poorly fitted or top-dose-only effect; also: % is scaled to controls: 0 for no effect and ±100 for the full control effect
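Human TRb ligand-binding domain at 0.6 uM with 20 nM Texas Red SRC2 peptide in Tris buffer containing 1 uM T3 and 5% DMSO, incubated with compound 5 h at ambient temperature. Total fluorescence (555/632 nm) calculated as parallel + 2 × perpendicular.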
L3MBTL1 inh = L3MBTL1 (human) inhibition. actives 0.66% (n = 230,000). Potency, µM (top dose mostly 57.1 µM), for the others: at the top dose activity, negative = inhibition, actives largely listed as inhibitors. AlphaScreen L3MBTL1–H3K9me1 peptide binding; also: % is scaled to controls: 0 for no effect and ±100 for the full control effect; nearly all actives have a fitted effect of over 60% in size
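AlphaScreen assay: L3MBTL1 (50 nM final) was preincubated 30 min at room temperature with biotinylated H3(1-15)K9me1 peptide (75 nM final), then 30 min with library compounds; streptavidin donor and nickel chelate acceptor beads (10 ug/mL final) added, 30 min dark.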
Tau fluor cs = counter-screen for tau fibril formation inhibitors; tau K18 P301L (four-repeat tau fragment) Alexa594 fluorescence, heparin fibrillization; Potency, µM (titrated, usually from 57.7 µM), for the others: at the top dose activity change, negative = decrease; actives 0.93% (n = 280,000); AID 1463; also: % is scaled to controls: 0 for no effect and ±100 for the full control effect; nearly all actives have a fitted effect of over 55% in size
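Human K18 P301L tau (15 uM unlabeled plus 0.24 uM Alexa 594-labeled, final) in 100 mM sodium acetate pH 7 was mixed with compound and 20 uM heparin and incubated 6 hr at 37 C.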
* hit, by the source's call; i = inactive; ? = inconclusive; / = no result given; [ ] = another dose, or the depositor's remark. Unless noted, calls follow the shape of the dose curve; as a rule, active = well fitted curve in the direction sought with a large enough effect; inconclusive = small, poorly fitted or top-dose-only effect, or another doubt; inactive = no such curve, though single readings can be large; an effect the other way counts as inactive or inconclusive. Potency is read from the fitted curve at half-maximal effect.

compound	HTT cytoprotect	Tau FP inhib	TRb-SRC2 inh	RECQ1 inh	Tau fibril ThT	TR SRC2 fluor cs	L3MBTL1 inh	Tau fluor cs
Cn1cc(Cl)c(C(=O)N2CCN(c3ncccn3)CC2)n1	2%[10 µM]	-5%	-3%	0%	-1%	0%	1%	0%
CCCN1C(=O)NC2(O)C(=O)c3ccccc3C12O (configuration not stated)	-6%[10 µM]	7%	-19%	i	7%	4%	39%[activator]	5%
CCOC(=O)CSc1nnc(-c2ccc(S(=O)(=O)N3CCC(C)CC3)cc2)o1	2%	-4%	-15%	i	16%	0%	?	-5%
Cc1ccc(C(C)NC(=O)c2ccco2)cc1C (configuration not stated)	18%	-6%	5%	-8%	-3%	-2%	/	3%
COC(=O)c1cc(NC(=O)c2c(-c3c(Cl)cccc3Cl)noc2C)ccc1N1CCOCC1	-1%[10 µM]	2%	-1%	-14%	/	-2%	/	-20%
CCOc1ccc(S(=O)(=O)Nc2ccc(Cl)cn2)c(C)c1C	18%[1.9 µM]	5%	0%	-11%	-5%	0%	6%	-4%
CC(C)(C)Nc1c(N)c(=O)oc2ccccc12	17%[10 µM]	-9%	8%	-4%	-4%	-5%	-1%	-13%
COc1ccc(/C=C/C(=O)C(C(N)=O)=C2SCCS2)cc1	3%[1.9 µM]	-3%	-4%	-8%	-18%	6%	1%	-6%
COc1ccc(CC(=O)Nc2nncs2)cc1OC	-23%	3%	-1%	-2%	-3%	-5%	3%	-2%
COc1ccc(N(CC(=O)O)S(=O)(=O)c2cccnc2)cc1	7%[10 µM]	-6%	-8%	-4%	-5%	-1%	7%	1%
Cc1ccc(CNC(=O)CCSCc2ccccc2F)cc1	/	-1%	-8%	/	-6%	0%	/	-16%
COC(=O)C1C(=O)C2=C(CC1C)NC(C)=C(C(=O)OC(C)C)C2c1ccc(C)o1 (configuration not stated)	1%	0%	-6%	i	-5%	-1%	/	-13%
Cc1oc2c(cc(NS(=O)(=O)c3ccc(Br)cc3)c3ccccc32)c1C(=O)OCc1ccccc1	/	?	0%	/	-11%	-2%	/	?
O=C(O)/C=C/C(=O)Nc1ccc2c(c1)C(=O)c1ccccc1C2=O	5%[10 µM]	-3%[0.0958 µM]	3%	-6%	/	?	/	-2%[0.0958 µM]
O=C(Cn1nc(-c2ccc(Cl)cc2)c2ccccc2c1=O)NN1CCOCC1	-3%[10 µM]	3%	2%	-10%	0%	-1%	3%	9%
CCC(=O)Nc1ccc(Cl)c(-c2nc3ccccc3[nH]2)c1	/	0%	-9%	/	-2%	-45%	/	-6%
COc1ccc(/C=C2/SC(=O)N(CCNC(=O)C3COc4ccccc4O3)C2=O)cc1 (configuration not stated)	0%[1.9 µM]	5%	3%	-9%	?	7%	11%	-7%
FC(F)(F)c1cccc(Sc2nc(-c3ccccc3)nnc2C(F)(F)F)c1	-17%[10 µM]	-18%	-28%	-21%	?	0%	10%	-22%
COc1ccc(OCc2nc3ccccc3n2Cc2ccc(C(C)(C)C)cc2)cc1	/	6%	-2%	/	-14%	-1%	/	-21%
Cc1ccc2c(c1)C1CN(C)CCC1N2C(=O)c1cccc(S(=O)(=O)N(C)C)c1 (configuration not stated)	-41%	0%	-2%	-5%	3%	0%	-5%	7%
COCCOc1cc(NC(=O)c2sccc2Oc2ccc([N+](=O)[O-])cc2F)c(Cl)cc1Cl	11%[10 µM]	-5%	0%	-5%	?	-7%	-18%	?
CCCN1C=CC(=C/C=C(\C#N)C(=O)OCC)C=C1	-71%[inhibitor]	9%	-15%	-1%	?	-4%	-6%	-3%
N#C/C(C(N)=O)=C1/CCc2ccccc2N1	?	6%	-11%	8%	-8%	0%	/	-12%
COc1ccc2c(c1OC)C(=O)N(c1ccc(C)c(C)c1)C2=O	-9%[10 µM]	-3%	1%	i	0%	-9%	2%	-6%
COc1ccc(NC(=O)CSc2nccn2C)cc1S(N)(=O)=O	-10%	6%	2%	-3%	-2%	2%	/	4%
CC(C)(C)c1ccc(OC(=O)c2ccc3nsnc3c2)cc1	-6%	1%	-2%	9%	2%	-6%	/	4%
CCN(CC)S(=O)(=O)c1cccc(NC(=O)c2cc3ccccc3o2)c1	0%	?	-7%	-2%	-9%	-1%	-5%	?
CC(NC(=O)Nc1cccc([N+](=O)[O-])c1)(C(F)(F)F)C(F)(F)F	-72%[inhibitor]	0%	-2%	-6%	-3%	1%	-2%	-13%
O=C(CN1C(=O)NC2(CCCCCC2)C1=O)c1ccc2c(c1)OCCO2	-4%	4%	-2%	-6%	-16%	-4%	/	-11%
O=Cc1cn(-c2ccccc2)nc1-c1ccc2c(c1)OCCO2	-23%[10 µM]	-16%	-5%	i	-16%	-3%	3%	-16%
Fc1ccccc1COc1ccccc1CNCc1ccncc1	-3%	0%	4%	-2%	-1%	0%	-4%	3%
CCCCc1nc(Cl)c(C#N)c2c1CCC2	1%[10 µM]	7%	1%	-9%	1%	-3%	45%[activator]	-3%
Cc1ccc(-n2c(SCc3ccc([N+](=O)[O-])cc3)nc3ccccc3c2=O)cc1	-7%	5%	-13%	-7%	?	-4%	2%	-29%
CCCc1cc(=O)[nH]c(SCC(=O)c2cc(C)n(CC(F)(F)F)c2C)n1	-63%[inhibitor]	11%	-5%	0%	5%	0%	-14%	8%
CCOc1cc(N2CCOCC2)c(OCC)cc1NC(=O)CCS(=O)(=O)c1ccc(Cl)cc1	-11%	10%	-5%	i	-14%	2%	0%	-20%
Cc1occc1-c1nnc(SCC(=O)N2CCOCC2)n1CCc1ccccc1	11%[10 µM]	4%	-2%	-4%	-7%	2%	0%	-2%
CC(=O)c1ccc(N2CCN(C(=O)/C=C/c3ccc4ccccc4n3)CC2)cc1	-3%[10 µM]	-3%	-1%	14%	?	-5%	-1%	-11%
COc1ccc(NC(=O)Cn2nc(-c3ccncc3)ccc2=O)cc1Cl	/	5%	-2%	/	-2%	0%	/	-1%
Cc1ccc2ncc(C(=O)c3ccc(C)c(C)c3)c(S(=O)(=O)c3ccccc3)c2c1	/	-7%	-2%	/	-4%	7%	/	-10%
O=C(COc1ccc(Cl)cc1)NCc1nnc(SCC(=O)N2CCCC2)o1	-11%[10 µM]	5%	-5%	-3%	-4%	-5%	/	-7%
Cc1ccc(-c2csc(/C(C#N)=C(\O)CCl)n2)cc1	-25%	1%	0%	-3%	?	-1%	/	?
CN(C)c1ccnc2sc3c(SCc4ccc(Cl)cc4)ncnc3c12	8%[10 µM]	4%	10%	-4%	-13%	0%	16%	-13%
Cc1nc2ccc(S(=O)(=O)CCC(=O)Nc3ccc(F)cc3C)cc2s1	/	-1%	-5%	/	0%	-1%	/	2%
Cc1ccc(-c2nn(-c3ccccc3)cc2C(=O)N2CCOCC2)cc1	-2%	-6%	-6%	-4%	-6%	-2%	-1%	-10%
CC(C)(C)Nc1nc(Oc2ccc(=O)[nH]n2)nc(N2CCOCC2)n1	-69%[inhibitor]	-2%	5%	i	-9%	-2%	/	-9%
O=C(NCc1cccc(Cl)c1)c1cc2ccc3cccnc3c2[nH]1	/	-18%	4%	/	-5%	-9%	/	-17%
Cc1ccc2c(=O)cc(C(=O)Nc3sc4c(c3C(=O)NCc3ccco3)CCCC4)oc2c1C	/	-2%	-1%	/	-8%	-12%	/	0%
O=C(NCc1ccco1)C(c1ccccc1)N(C(=O)Cc1cccs1)c1ccccc1 (configuration not stated)	5%[1.9 µM]	-2%	-6%	-4%	-5%	2%	4%	-5%
COCCn1c(-c2ccccc2)csc1=Nc1cccnc1	-19%	4%	2%	10%	-5%	-5%	?	-1%
Oc1ccc(-c2[nH]ncc2-c2cnn(-c3ccccc3)c2)c(O)c1	-70%[inhibitor]	4%	-2%	i	-10%	-3%	-6%	?

One compound at a time, from the list above.
`CC(C)(C)Nc1nc(Oc2ccc(=O)[nH]n2)nc(N2CCOCC2)n1` across the screens: HTT cytoprotect = -69%[inhibitor]; Tau FP inhib = -2%; TRb-SRC2 inh = 5%; RECQ1 inh = i; Tau fibril ThT = -9%; TR SRC2 fluor cs = -2%; L3MBTL1 inh = /; Tau fluor cs = -9%
`CCCc1cc(=O)[nH]c(SCC(=O)c2cc(C)n(CC(F)(F)F)c2C)n1` across the screens: HTT cytoprotect = -63%[inhibitor]; Tau FP inhib = 11%; TRb-SRC2 inh = -5%; RECQ1 inh = 0%; Tau fibril ThT = 5%; TR SRC2 fluor cs = 0%; L3MBTL1 inh = -14%; Tau fluor cs = 8%

(listing goes on)
compound	HTT cytoprotect	Tau FP inhib	TRb-SRC2 inh	RECQ1 inh	Tau fibril ThT	TR SRC2 fluor cs	L3MBTL1 inh	Tau fluor cs
CC1=C(C)CC(C(=O)NCc2ccccn2)C(C(=O)O)C1 (configuration not stated)	21%[10 µM]	-7%	0%	i	-7%	0%	7%	-7%
CC1(C)CC(=O)c2sc(NC(=O)c3cccs3)nc2C1	-31%[1.9 µM]	-3%	13%	-4%	-12%	0%	13%	-11%
CCOc1ccc(NC(=O)CSC2=Nc3ccccc3C3=NC(CC(=O)NCc4cccs4)C(=O)N23)cc1 (configuration not stated)	/	7%	7%	/	-6%	-4%	/	-9%
CCOC(=O)C(NC(=O)NCc1ccc(OC)cc1)(OCC)C(F)(F)F (configuration not stated)	40%[10 µM]	-3%	-8%	-2%	-2%	1%	4%	-8%
COC(=O)Cn1cc(/C=C(/C#N)C(=O)N2CCOCC2)c2ccccc21	-25%[10 µM]	4%	-9%	-7%	-6%	-5%	-4%	-9%
Cn1c(Cn2cnc3ccccc32)nnc1SCC(=O)CC(=O)Nc1ccccc1	-5%	6%	-9%	-8%	-8%	-1%	2%	-7%
Cc1ccc2cccc(OCCOCCOc3ccccc3Br)c2n1	-17%[10 µM]	12%	-1%	0%	-15%	-1%	-3%	4%

The list is partial; rates above refer to the full screens.
